Compound activity deposited in PubChem by several laboratories.
L929 necroptosis = inhibitors of zVAD-triggered necroptosis, primary screen, L929 cells. AID 1377, 2008. viability rescue, % at 10 µM. L929 zVAD necroptosis rescue, ATP luminescence, 24 h; with zVAD 60 µM. 0.38% of 220,000 active;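 active = activation, scaled between plate controls, above about 75%, limit read from the data; inactive = activation under that limit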;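 note: 0% = zVAD with DMSO and 100% = DMSO alone without zVAD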
Rad51 HR inh = human RAD51 strand exchange inhibitors, primary screen, biochemical, fluorescence; inhibition, % at 10 µM; AID 1385, 2008; 0.085% of 200,000 active; DNA repair protein RAD51 homolog 1 (Homo sapiens), Q06609; hRad51 DNA strand exchange, fluorescence dequenching;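 active = inhibition above 40% at the single screening dose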;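 note: 0% = DMSO control wells and 100% = blanks with heterologous ssDNA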
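System: hRad51 filaments on single-stranded DNA; reagent: Fluorescein- and BHQ1-tagged 47-mer duplex; compound dosing: one concentration, 10 µM final; timing: filaments 15 min 37 °C, then compound 30 min; measured by: fluorescein emission 520 nm, excitation 485 nm; benchmarks: per-plate controls and blanks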
Hck-Nef inh = inhibitors of Nef-activated human Hck kinase, primary screen, biochemical, Z-Lyte FRET, 384-well, Hck-YEEI; Tyrosine-protein kinase HCK (Homo sapiens), P08631; Recombinant Hck-YEEI plus Nef, Z-Lyte FRET kinase assay; inhibition, % at 20 µM; 0.68% of 220,000 active; AID 463187, 2010;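 active = Hck-Nef kinase inhibition above about 50%, limit read from the data; inactive = inhibition below that limit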;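 note: 0% = DMSO with Hck plus Nef and 100% = Hck alone without Nef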
TNF death inh = inhibitors of TNF-alpha triggered necroptosis, primary screen, cell-based, Jurkat FADD-/-, single concentration; Jurkat FADD-/- TNF necroptosis rescue, ATP luminescence, 24 h; 0 = TNF only, 100 = no-TNF cells; activation (protection from cell death), % at 10 µM; 0.068% of 220,000 active; AID 463075, 2010;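 active = activation, meaning protection from cell death, of at least 50% relative to plate controls; inactive = activation below 50%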;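 note: necroptosis triggered by 40 ng/mL TNF-alpha added together with compound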
Cl transport mod = KCC2 cotransporter modulators, thallium flux, primary screen, cell-based, HEK293 KCC2, FluoZin-2 fluorescence, MLSMR; KCC2 cells, thallium flux FluoZin-2 fluorescence; Solute carrier family 12 member 5 (Homo sapiens), Q9H2X9; 2.2% of 190,000 active; B-score of Tl+ flux slope (higher = more flux/activation; lower = inhibition) at 10 µM;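 active = thallium flux slope and its plate-corrected score both differing from the plate sample mean at a set confidence after two filtering rounds, in either direction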;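 note: slope of fluorescence scaled to starting intensity during 10 to 20 s after thallium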
The depositor's hits bear a star; nt = not tested or not shown. This is a subset; rates above refer to the full screens.

[1] COC(=O)[C@@]1(Cc2ccc(OC)cc2)[C@H]2c3cc(C(=O)N4CCCC4)n(Cc4c(CO)[nH]cc(C)c4=O)c3C[C@H]2CN1C(=O)c1ccccc1
[2] COc1cccc(C2NC(=O)N(CCCC(=O)O)C(C)=C2C(=O)OCc2ccccc2)c1 (stereo unspecified)
[3] CCOC(=O)c1sc(NCCNc2nc(C)c(C(=O)OCC)s2)nc1C
[4] C[C@@H]1CCC[C@@]2(O[C@H](CCO)C[C@H](O)[C@H]2O)O1
[5] CCCCCCCCN1[C@@H](CC(C)=O)c2cc(C(F)(F)F)ccc2S1(=O)=O
[6] CCOC(=O)C[C@H]1c2ccc(C(F)(F)F)cc2S(=O)(=O)N1C(C)(C)C
[7] O=C(NCc1ccccc1)C1=C[C@H](C2CCCCC2)C[C@H](OCCCCO)O1
[8] COc1ccc(CNC(=O)[C@@H]2CC=C[C@@H]3CCN(C4CCCCC4)C(=O)[C@@H]32)cc1
[9] CCOC(=O)[C@@H]1[C@H]2COc3ccc(Br)cc3[C@@H]2N2C(=O)N(c3cccc(F)c3)C(=O)[C@]12C
[10] C[C@H](CCC(=O)O)[C@H]1CC[C@H]2[C@@H]3CC[C@@H]4C[C@H](O)CC[C@]4(C)[C@H]3C[C@H](O)[C@]12C
compound no. | 1 | 2 | 3 | 4 | 5 | 6 | 7 | 8 | 9 | 10
L929 necroptosis | nt | nt | nt | nt | nt | nt | nt | nt | nt | nt
Rad51 HR inh | 2.0 | -2.8 | -1.7 | -6.3 | -1.7 | -9.7 | 10.0 | 5.3 | -1.0 | 0.0
Hck-Nef inh | nt | nt | nt | nt | nt | nt | nt | nt | nt | nt
TNF death inh | nt | nt | nt | nt | nt | nt | nt | nt | nt | nt
Cl transport mod | nt | nt | nt | nt | nt | nt | nt | nt | nt | nt

[11] CC(=O)O[C@H]1C[C@@H]2CC[C@@H]3[C@H](CC[C@@]4(C)[C@H]3C[C@H]([N+]3(C)CCCCC3)[C@@H]4OC(C)=O)[C@@]2(C)C[C@@H]1N1CCCCC1
[12] CCCn1c(SCc2cc(=O)[nH]c3ccccc23)nc2c1c(=O)n(C)c(=O)n2C
[13] C=CCN1c2ccccc2[C@]23C[C@@H](C(=O)OC)N(C(=O)OCC)C2=NC(C(=O)OC)=C(C(=O)OC)[C@H]13
[14] CC1=C(C)SC(=C(C#N)c2nnc(N3CCOCC3)n2-c2ccccc2)S1
[15] CCOC(=O)C[C@H]1c2cc(F)ccc2S(=O)(=O)N1C(C)C
[16] Cc1csc(N2CCCC2c2nc3cc(Cl)c(N4CCCCC4)cc3n2CCCO)n1 (stereo unspecified)
[17] COC/C=C/C1=CC2=CC(=O)C(C)(OC(=O)c3cnc4ccccc4n3)C(=O)C2=CN1CCOC (stereo unspecified)
[18] CC(C)Oc1ccc(Cl)cc1Nc1nc(NCCO)nc(N2CCCC2)n1
[19] CO[C@H]1C=CO[C@@]2(C)Oc3c(C)c(O)c4c(O)c(c(C=NN5CCN(C6CCCC6)CC5)c(O)c4c3C2=O)NC(=O)C(C)=CC=C[C@H](C)[C@H](O)[C@@H](C)[C@@H](O)[C@@H](C)[C@H](OC(C)=O)[C@@H]1C
[20] OCCN1C[C@H](O)[C@@H](O)[C@H](O)[C@H]1CO
compound no. | 11 | 12 | 13 | 14 | 15 | 16 | 17 | 18 | 19 | 20
L929 necroptosis | nt | nt | nt | nt | nt | nt | nt | nt | nt | nt
Rad51 HR inh | 1.6 | -4.5 | 1.7 | -3.0 | -1.1 | -3.2 | -2.4 | -4.2 | -1.7 | -6.2
Hck-Nef inh | nt | nt | nt | nt | nt | nt | nt | nt | nt | nt
TNF death inh | nt | nt | nt | nt | nt | nt | nt | nt | nt | nt
Cl transport mod | nt | nt | nt | nt | nt | nt | nt | nt | -0.657 | 0.319

Quoted at random: 4 records from the list.
[14] CC1=C(C)SC(=C(C#N)c2nnc(N3CCOCC3)n2-c2ccccc2)S1
[18] CC(C)Oc1ccc(Cl)cc1Nc1nc(NCCO)nc(N2CCCC2)n1
[17] COC/C=C/C1=CC2=CC(=O)C(C)(OC(=O)c3cnc4ccccc4n3)C(=O)C2=CN1CCOC (stereo unspecified)
[15] CCOC(=O)C[C@H]1c2cc(F)ccc2S(=O)(=O)N1C(C)C
compound no. | 14 | 18 | 17 | 15
L929 necroptosis | nt | nt | nt | nt
Rad51 HR inh | -3.0 | -4.2 | -2.4 | -1.1
Hck-Nef inh | nt | nt | nt | nt
TNF death inh | nt | nt | nt | nt
Cl transport mod | nt | nt | nt | nt

Further structures follow:
[21] CC[C@H]1OC(=O)[C@H](C)[C@@H](O[C@H]2C[C@@](C)(OC)[C@@H](O)[C@H](C)O2)[C@H](C)[C@@H](O[C@@H]2O[C@H](C)C[C@H](N(C)C)[C@H]2O)[C@](C)(OC)C[C@@H](C)C(=O)[C@H](C)[C@@H](O)[C@]1(C)O
[22] CCOc1cc(CC(=O)N[C@@H](CC(C)C)c2ccccc2N2CCCCC2)ccc1C(=O)O
[23] CCN(CC)C(=O)N1CCN(C)CC1
[24] CC1(C)O[C@@H]2[C@@H](CO[C@@]3(COS(N)(=O)=O)OC(C)(C)O[C@@H]23)O1
[25] C[C@]12CC[C@@H]3c4ccc(O)cc4C(=O)C[C@H]3[C@@H]1CC[C@@H]2O
[26] O=c1c(O[C@@H]2O[C@H](CO)[C@@H](O)[C@H](O)[C@H]2O)c(-c2ccc(O)c(O)c2)oc2cc(O)cc(O)c12
[27] CN1CCc2cc(Cl)c(O)cc2[C@@H](c2ccccc2)C1
[28] CC(CCCCC(=O)Nc1ccc(C(F)(F)F)cc1)NCCc1cnc[nH]1 (stereo unspecified)
[29] O=C1c2c(O)cc(O)cc2O[C@H](c2ccc(O)c(O)c2)[C@@H]1O
[30] COc1cc(CNC(=O)CCCC/C=C\C(C)C)ccc1O
compound no. | 21 | 22 | 23 | 24 | 25 | 26 | 27 | 28 | 29 | 30
L929 necroptosis | nt | nt | nt | nt | nt | nt | nt | nt | nt | nt
Rad51 HR inh | 6.7 | -1.6 | -10.0 | 3.0 | 10.2 | 21.6 | 0.5 | -5.2 | -4.0 | 1.8
Hck-Nef inh | nt | nt | nt | nt | nt | nt | nt | nt | nt | nt
TNF death inh | nt | nt | nt | nt | nt | nt | nt | nt | nt | nt
Cl transport mod | -0.0192 | -1.44 | 0.856 | 0.49 | 0.385 | 0.0841 | -1.25 | 0.71 | -0.0237 | -1.09

Overlap with the part before: two compounds; new compounds follow.
[29] O=C1c2c(O)cc(O)cc2O[C@H](c2ccc(O)c(O)c2)[C@@H]1O
[30] COc1cc(CNC(=O)CCCC/C=C\C(C)C)ccc1O
[31] CCOC(=O)C1(CCCCCCOc2ccc(Cl)cc2)CO1 (stereo unspecified)
[32] O=c1[nH]cnc2c1ncn2[C@H]1CC[C@@H](CO)O1
[33] OCc1cc(C(O)CNCCCCCCOCCCCc2ccccc2)ccc1O (stereo unspecified)
[34] CC(C)(C#N)c1cc(Cn2cncn2)cc(C(C)(C)C#N)c1
[35] Nc1ccn([C@@H]2O[C@H](CO)[C@@H](O)C2O)c(=O)n1 (stereo partly specified)
[36] O=C(O)CCc1nc(-c2ccccc2)c(-c2ccccc2)o1
[37] Cc1nc(SCC(=O)Nc2ccccc2C(F)(F)F)c2c(=O)n(C)c(=O)n(C)c2n1
[38] Cc1ccc(Cc2c(C)nc3c(C(=O)O)cnn3c2C)cc1
[39] Cc1cc(N2CCN(c3nc(N4CCOCC4)nc4ccccc34)CC2)c2ccccc2n1
[40] COc1cc(-c2ccc(NC(=O)CN3CCCCC3)c(OC)c2)ccc1NC(=O)CN1CCCCC1
compound no. | 29 | 30 | 31 | 32 | 33 | 34 | 35 | 36 | 37 | 38 | 39 | 40
L929 necroptosis | nt | nt | nt | nt | nt | nt | nt | nt | -0.2 | -0.8 | -0.6 | 0.0
Rad51 HR inh | -4.0 | 1.8 | 4.1 | -9.6 | 0.9 | -8.4 | -6.3 | 7.0 | nt | nt | nt | nt
Hck-Nef inh | nt | nt | nt | nt | nt | nt | nt | nt | -0.7 | -3.7 | 8.8 | 4.7
TNF death inh | nt | nt | nt | nt | nt | nt | nt | nt | -2.1 | -2.2 | 1.4 | 0.2
Cl transport mod | -0.0237 | -1.09 | -1.24 | -1.09 | -3.05* | 0.832 | -0.0848 | -0.808 | nt | nt | nt | nt

[41] Cn1nc(-c2ccc(N3CCOCC3)c(NC(=O)COc3ccccc3)c2)c2ccccc2c1=O
[42] O=C(NC(=O)c1ccc(Cl)cc1)Nc1cc(N2CCCCC2)ncn1
[43] Fc1ccc2[nH]c3c(N4CCN(Cc5ccc6c(c5)OCO6)CC4)ncnc3c2c1
[44] COc1ccc(/C=C2\C(=O)N(c3nc(-c4ccc(Br)cc4)cs3)N=C2c2ccccc2)cc1
[45] Cc1cc(C)c2c(n1)nn1c(NCCCN3CCOCC3)cc(C)nc21
[46] CN(C)c1ccc(CNC23CC4CC(CC(C4)C2)C3)cc1
[47] CC1CCN(CCn2c(=S)[nH]c3ncccc3c2=O)CC1
[48] COC(=O)c1ccccc1NC(=O)CSc1nc2c(c(=O)n(C)c(=O)n2C)n1C
[49] Cc1ccc(-c2nnc3c4ccccc4c(C)nn23)cc1S(=O)(=O)N1CCN(C)CC1
compound no. | 41 | 42 | 43 | 44 | 45 | 46 | 47 | 48 | 49
L929 necroptosis | -0.3 | 0.1 | 3.1 | 0.7 | 0.8 | -0.1 | -0.1 | 1.0 | 0.9
Rad51 HR inh | nt | nt | nt | nt | nt | nt | nt | nt | nt
Hck-Nef inh | 0.0 | 12.0 | 0.0 | 11.2 | 20.7 | 1.1 | -0.6 | 0.9 | 0.6
TNF death inh | -10.2 | -0.8 | -8.3 | -1.7 | -1.1 | -15.5 | -0.3 | -0.1 | -1.5
Cl transport mod | nt | nt | nt | nt | nt | nt | nt | nt | nt
